High-throughput results deposited in PubChem by several laboratories.
RGS4 pot = RGS4 potentiators or activators, primary screen, cell-based, HEK293 M3R inducible RGS4, calcium flux; B-score at 10 µM; carbachol calcium flux Fluo4; stronger effect = lower value; 310,000 compounds, 0.92% hits;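 active = B-score of the integrated calcium signal more than 4 SD below the library mean, with starting fluorescence not abnormally high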;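 also: negative B-score means reduced calcium response which marks RGS4 activation or potentiation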
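Detection: kinetic calcium fluorescence imaging with Fluo4-AM dye, 2 µM / Material: HEK293 cells with stable M3R and inducible RGS4 / Schedule: recording 10 s baseline at 1 Hz, 100 s post-agonist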
HDAC3 inhib = HDAC3 deacetylase inhibitors, primary screen, biochemical, fluorescence, cell-free homogeneous; Histone deacetylase 3 (Homo sapiens), O15379; recombinant HDAC3, fluorogenic peptide/trypsin coupled; inhibition, % at 8.3 µM; 320,000 compounds, 0.15% hits; AID 2718, 2010; in the data active = inhibition above about 26%, passing the limit was not always enough
GSK3 alpha inh = blockers of GSK3A enzyme activity – biochemical, luminescence, cell-free homogeneous, HTS, primary screen; GSK-3 alpha kinase, ADP-Glo luminescence, 60 min; inhibition, % at 10 µM; 320,000 compounds, 0.1% hits;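 in the data active = inhibition above about 50%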;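 also: GST-tagged GSK-3 alpha with peptide substrate and 25 µM ATP; 0% = DMSO neutral wells and 100% = GW8510 positive control wells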
Target sequence (P49840 whole entry, looked up): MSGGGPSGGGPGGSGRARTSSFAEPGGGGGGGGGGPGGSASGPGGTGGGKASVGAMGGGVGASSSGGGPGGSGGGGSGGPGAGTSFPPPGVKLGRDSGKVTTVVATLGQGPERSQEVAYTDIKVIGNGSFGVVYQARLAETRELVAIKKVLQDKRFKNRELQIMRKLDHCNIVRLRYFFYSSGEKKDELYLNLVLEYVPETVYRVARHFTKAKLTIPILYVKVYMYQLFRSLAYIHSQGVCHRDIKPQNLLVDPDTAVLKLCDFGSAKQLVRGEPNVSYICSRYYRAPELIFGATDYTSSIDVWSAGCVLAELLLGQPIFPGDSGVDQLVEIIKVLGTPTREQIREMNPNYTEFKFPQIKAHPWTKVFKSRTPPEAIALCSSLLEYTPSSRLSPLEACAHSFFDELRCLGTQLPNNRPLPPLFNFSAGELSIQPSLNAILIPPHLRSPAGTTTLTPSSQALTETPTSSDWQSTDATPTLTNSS
hERG rescue = hERG rescue from dofetilide block, primary screen, cell-based, CHO-hERG, FluxOR thallium flux, dofetilide IC70; Voltage-gated inwardly rectifying potassium channel KCNH2 (Homo sapiens), Q12809; dofetilide IC70 present; activation (rescue from dofetilide block), less the hit threshold, % at 10 µM; 310,000 compounds, 0.51% hits;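 active = activation above the mean of controls blocked by dofetilide plus 5 SD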;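 also: thallium influx through hERG after potassium depolarization seen as dye fluorescence rise; in these data hits start at about 4.7%; inactives centre near -7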
KCNQ1 pot = potentiators or activators of KCNQ1 channel, primary screen, cell-based, thallium flux, high-throughput | Potassium voltage-gated channel subfamily KQT member 1 (Homo sapiens), P51787 | CHO-K1 KCNQ1, thallium flux FluxOR fluorescence; stronger effect = higher value | B-score at 10 µM | 310,000 compounds, 0.35% hits | AID 2648, 2010;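 active = fluorescence ratio B-score, a plate-corrected score, at least three library SD, with initial intensity B-score within 5 SD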
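Assay system: stable KCNQ1 CHO-K1 line; medium: assay buffer, equal DMSO in all wells; timing: 90 min dye loading and 20 min compound exposure, both at room temperature; technique: kinetic FluxOR thallium fluorescence, 10-s 1-Hz baseline, 110-s post-stimulus read; read-out basis: B score of baseline-normalized fluorescence ratio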
KCNK3 inh = human KCNK3 channel inhibitors, primary screen, CHO cells, FluxOR thallium flux, B-score; B-score at 10 µM; AID 602410, 2012; FluxOR fluorescence; stronger effect = lower value; Potassium channel subfamily K member 3 (Homo sapiens), O14649; 340,000 compounds, 0.84% hits;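 active = B-score under library mean minus 4 SD, starting fluorescence ratio at most library mean plus 5 SD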;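 also: more negative B-score means stronger inhibition of thallium flux through KCNK3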
PolyA inhibitor = polyadenylation inhibitors in yeast reporter cells, primary screen, luminescence, S. cerevisiae; S. cerevisiae SKY197-pL101 polyadenylation reporter, beta-gal luminescence; efflux-impaired pdr1/pdr3 knockout yeast; score 100 = 6 SD above DMSO; 300,000 compounds, 0.02% hits; calls only at 12 µM; AID 1875, 2009;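 active = lowest replicate activity score at least 50, where 100 means six control SD above control mean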;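 also: yeast exposed to compound for 9 h at 30 °C; higher score means more reporter readthrough which indicates perturbed polyadenylation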
GSK3B inh = human GSK3beta kinase inhibitors, primary screen, biochemical, cell-free homogeneous, HTS | GST-GSK3beta kinase, ADP-Glo luminescence, 60 min; stronger effect = lower value | activity score (negative = inhibition), % at 10 µM | 300,000 compounds, 0.038% hits;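 active = more than half of replicate wells score below -50%, meaning over 50% inhibition versus plate controls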;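 also: 0% = median DMSO wells and -100% = median GW8510 positive control wells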
Target sequence (P49841 whole entry, looked up): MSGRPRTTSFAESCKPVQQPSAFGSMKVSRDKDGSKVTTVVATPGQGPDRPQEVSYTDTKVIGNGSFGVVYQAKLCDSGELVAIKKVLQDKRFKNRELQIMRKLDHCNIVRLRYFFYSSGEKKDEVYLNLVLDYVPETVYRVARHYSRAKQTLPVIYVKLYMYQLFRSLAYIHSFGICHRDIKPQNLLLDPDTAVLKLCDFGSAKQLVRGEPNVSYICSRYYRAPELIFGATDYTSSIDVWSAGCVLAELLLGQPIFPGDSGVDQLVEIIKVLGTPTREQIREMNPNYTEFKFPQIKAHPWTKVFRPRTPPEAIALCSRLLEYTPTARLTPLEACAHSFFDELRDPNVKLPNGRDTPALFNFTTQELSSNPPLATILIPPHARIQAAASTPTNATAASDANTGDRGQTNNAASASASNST
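test system = GST-tagged human GSK3beta kinase, cell-free | reagent = 25 µM ATP with peptide substrate | dosing = one dose of 10 µM per compound | schedule = 60 min reaction, RT | detection = luminescent ADP-Glo measurement of ADP formed | control set = DMSO neutral wells and GW8510 at 20 µM as positive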
KCNQ1 block = inhibitors of human KCNQ1 channel, primary screen, cell-based, thallium flux, high-throughput; Potassium voltage-gated channel subfamily KQT member 1 (Homo sapiens), P51787; CHO-K1 KCNQ1, FluxOR thallium flux fluorescence; stronger effect = higher value; B-score at 10 µM; 310,000 compounds, 1.3% hits;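 active = compounds whose thallium flux B-score, printed positive for inhibition, exceeds three library SD while starting fluorescence stays within three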;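 also: channel opened by potassium depolarization with thallium stimulus after 20 min compound exposure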
KCNK9 block = KCNK9 potassium channel inhibitors, primary screen, HEK293 cells, thallium flux; Potassium channel subfamily K member 9 (Homo sapiens), Q9NPC2; FluxOR thallium flux fluorescence; stronger effect = lower value; B-score at 10 µM; 310,000 compounds, 1.2% hits; AID 488922, 2010;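 active = ratio B-score over 3 SD below the library mean, with starting fluorescence within 5 SD of its mean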;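 also: negative B-score means less thallium flux so channel inhibition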
DYRK1A inh = rat Dyrk1A kinase inhibitors, primary screen, biochemical, single point, plate reader. inhibition, % at 12.5 µM. Dual specificity tyrosine-phosphorylation-regulated kinase 1A (Rattus norvegicus), Q63470. AID 504441, 2011. 310,000 compounds, 0.43% hits. ADP-Glo luminescence, NFATc1 peptide; in the data active = inhibition above about 50%;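 also: plate controls were vehicle with enzyme for no effect and no enzyme for full effect; many of its hits are not listed in these tables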
An asterisk follows results filed as active. This is a subset, so the mix of outcomes need not match the whole.

For COc1ccc(C2C(C(=O)NCC3CCCO3)c3cc(OC)c(OC)cc3C(=O)N2C)cc1OC (centres undefined) the results were RGS4 pot inactive, HDAC3 inhib -3, GSK3 alpha inh 0, hERG rescue -13, KCNQ1 pot inactive, KCNK3 inh inactive, PolyA inhibitor inactive, GSK3B inh 0, KCNQ1 block inactive, KCNK9 block inactive and DYRK1A inh 4.
COc1ccc(NC(=S)NC23CN4CN(CN(C4)C2)C3)cc1 was read as RGS4 pot inactive, HDAC3 inhib -4, GSK3 alpha inh 1, hERG rescue -5, KCNQ1 pot inactive, KCNK3 inh inactive, PolyA inhibitor inactive, GSK3B inh -2, KCNQ1 block inactive, KCNK9 block inactive and DYRK1A inh 2.
For Cc1ccc(C)c(N2CCN(C(=O)CCS(=O)(=O)c3cccc4nonc34)CC2)c1 the results were RGS4 pot inactive, HDAC3 inhib 0, GSK3 alpha inh -2, hERG rescue -9, KCNQ1 pot inactive, KCNK3 inh inactive, PolyA inhibitor inactive, GSK3B inh -4, KCNQ1 block inactive, KCNK9 block inactive and DYRK1A inh -2.
For CC(C(=O)O)c1ccc2c(c1)[nH]c1ccc(Cl)cc12 (centres undefined) the results were RGS4 pot inactive, HDAC3 inhib 3, GSK3 alpha inh 3, hERG rescue -3, KCNQ1 pot inactive, KCNK3 inh inactive, PolyA inhibitor inactive, GSK3B inh 4, KCNQ1 block inactive, KCNK9 block inactive and DYRK1A inh -4.
`O=C(C1=C[C@H](c2ccc3c(c2)OCO3)C[C@H](OCc2ccc(CO)cc2)O1)N1CCN(Cc2ccc3c(c2)OCO3)CC1` gave RGS4 pot inactive, HDAC3 inhib 1, GSK3 alpha inh 1, hERG rescue -11, KCNQ1 pot inactive, KCNK3 inh inactive, PolyA inhibitor inactive, GSK3B inh -2, KCNQ1 block inactive, KCNK9 block inactive and DYRK1A inh 5.
Screening CS(=O)(=O)N1CCC(C(=O)N2CCN(Cc3ccccc3)CC2)CC1 returned RGS4 pot inactive, HDAC3 inhib -8, GSK3 alpha inh -4, hERG rescue -6, KCNQ1 pot inactive, KCNK3 inh inactive, PolyA inhibitor inactive, GSK3B inh 4, KCNQ1 block inactive, KCNK9 block inactive and DYRK1A inh -2.
`O=C(NNS(=O)(=O)c1ccccc1)c1ccccc1-n1cccc1` gave RGS4 pot inactive, HDAC3 inhib -8, GSK3 alpha inh 0, hERG rescue -1, KCNQ1 pot inactive, KCNK3 inh inactive, PolyA inhibitor inactive, GSK3B inh -3, KCNQ1 block inactive, KCNK9 block inactive and DYRK1A inh 0.
Cc1ccc(S(=O)(=O)N(C)c2cc(S(=O)(=O)N3CCOCC3)c(C)cc2C)cc1 was read as RGS4 pot inactive, HDAC3 inhib -1, GSK3 alpha inh 0, hERG rescue -7, KCNQ1 pot inactive, KCNK3 inh inactive, PolyA inhibitor inactive, GSK3B inh 0, KCNQ1 block inactive, KCNK9 block inactive and DYRK1A inh -1.
For O=C1CCC[C@H]2c3[nH]c4ccccc4c3CCN12 the results were RGS4 pot inactive, HDAC3 inhib -2, GSK3 alpha inh -5, hERG rescue -6, KCNQ1 pot inactive, KCNK3 inh inactive, PolyA inhibitor inactive, GSK3B inh 2, KCNQ1 block inactive, KCNK9 block inactive and DYRK1A inh 2.
For Cc1ccc(CNC(=O)c2cnc3ccccc3n2)cc1 the results were RGS4 pot inactive, HDAC3 inhib 1, GSK3 alpha inh -6, hERG rescue -6, KCNQ1 pot inactive, KCNK3 inh inactive, PolyA inhibitor inactive, GSK3B inh 4, KCNQ1 block inactive, KCNK9 block inactive and DYRK1A inh 0.
Screening O=C(c1cc(=O)c2ccccc2o1)N(Cc1ccccc1)C1CCS(=O)(=O)C1 (centres undefined) returned RGS4 pot inactive, hERG rescue -4, KCNQ1 pot inactive, KCNK3 inh inactive, PolyA inhibitor inactive, GSK3B inh 3, KCNQ1 block inactive, KCNK9 block inactive and DYRK1A inh -1.
For CCC1(c2ccccc2)NC(=O)N(CC(=O)Nc2ccc(Cl)c(S(=O)(=O)N3CCCCC3)c2)C1=O (centres undefined) the results were RGS4 pot inactive, HDAC3 inhib 5, GSK3 alpha inh -2, hERG rescue -15, KCNQ1 pot inactive, KCNK3 inh inactive, PolyA inhibitor inactive, GSK3B inh 10, KCNQ1 block inactive, KCNK9 block inactive and DYRK1A inh -4.
For CCN(Cc1nc(-c2ccccc2)no1)C(=O)c1ccoc1C the results were RGS4 pot inactive, HDAC3 inhib 0, GSK3 alpha inh -2, hERG rescue -13, KCNQ1 pot inactive, KCNK3 inh inactive, PolyA inhibitor inactive, GSK3B inh -2, KCNQ1 block inactive, KCNK9 block inactive and DYRK1A inh 3.
C=Cc1ccc(N=Cc2c(O)ccc3ccccc23)cc1 was read as RGS4 pot inactive, HDAC3 inhib -4, GSK3 alpha inh -2, hERG rescue -9, KCNQ1 pot inactive, KCNK3 inh inactive, PolyA inhibitor inactive, GSK3B inh -4, KCNQ1 block inactive, KCNK9 block inactive and DYRK1A inh 3.
Screening CCc1noc(C)c1C(=O)N1CCN(S(=O)(=O)c2ccc(C)cc2)CC1 returned RGS4 pot inactive, HDAC3 inhib -3, GSK3 alpha inh 0, hERG rescue -15, KCNQ1 pot inactive, KCNK3 inh inactive, PolyA inhibitor inactive, GSK3B inh -5, KCNQ1 block inactive, KCNK9 block inactive and DYRK1A inh 2.
`CN1C=CC2=C(C#N)C(N)C(C#N)(C#N)[C@H](c3ccccc3)[C@H]2C1` (some centres undefined) gave RGS4 pot inactive, HDAC3 inhib -24, GSK3 alpha inh 7, hERG rescue -20, KCNQ1 pot inactive, KCNK3 inh inactive, PolyA inhibitor inactive, GSK3B inh -9, KCNQ1 block inactive, KCNK9 block inactive and DYRK1A inh 6.
Screening OCCC1CN(Cc2cccc(F)c2F)CCN1CCc1ccccc1 (centres undefined) returned RGS4 pot inactive, HDAC3 inhib 0, GSK3 alpha inh 0, hERG rescue -7, KCNQ1 pot inactive, KCNK3 inh inactive, PolyA inhibitor inactive, GSK3B inh 4, KCNQ1 block inactive, KCNK9 block inactive and DYRK1A inh 2.
COc1ccc(N2CS(=O)(=O)/C(=C/N(C)C)C2=O)cc1 was read as RGS4 pot inactive, HDAC3 inhib 5, GSK3 alpha inh -1, hERG rescue -9, KCNQ1 pot inactive, KCNK3 inh inactive, PolyA inhibitor inactive, GSK3B inh -6, KCNQ1 block inactive, KCNK9 block inactive and DYRK1A inh -5.
Cc1csc(Nc2ccccc2)n1 was read as RGS4 pot inactive, HDAC3 inhib 0, GSK3 alpha inh -1, hERG rescue -8, KCNQ1 pot inactive, KCNK3 inh inactive, PolyA inhibitor inactive, GSK3B inh 2, KCNQ1 block inactive, KCNK9 block inactive and DYRK1A inh 12.
`COc1cccc(OC)c1C(=O)NC(=S)N1CCOCC1` gave RGS4 pot inactive, HDAC3 inhib 5, GSK3 alpha inh -3, hERG rescue -4, KCNQ1 pot inactive, KCNK3 inh inactive, PolyA inhibitor inactive, GSK3B inh -6, KCNQ1 block inactive, KCNK9 block inactive and DYRK1A inh 2.
Screening CCOc1cc(Br)c(Br)c(C=Nc2ccc(NC(C)=O)cc2)c1O returned RGS4 pot inactive, HDAC3 inhib 1, GSK3 alpha inh -1, hERG rescue -7, KCNQ1 pot inactive, KCNK3 inh inactive, PolyA inhibitor inactive, GSK3B inh -1, KCNQ1 block inactive, KCNK9 block inactive and DYRK1A inh 0.
Screening COc1cc(CNCCO)cc(Cl)c1OCc1ccc(Cl)cc1Cl returned RGS4 pot inactive, HDAC3 inhib 6, GSK3 alpha inh 10, hERG rescue -20, KCNQ1 pot inactive, KCNK3 inh inactive, PolyA inhibitor inactive, GSK3B inh 0, KCNQ1 block inactive, KCNK9 block -8.7* and DYRK1A inh 5.
`O=C(NC1CC1)c1cc(OCC(F)(F)F)ccc1OCC(F)(F)F` gave RGS4 pot inactive, HDAC3 inhib 7, GSK3 alpha inh 0, hERG rescue -7, KCNQ1 pot inactive, KCNK3 inh inactive, PolyA inhibitor inactive, GSK3B inh -6, KCNQ1 block inactive, KCNK9 block inactive and DYRK1A inh 6.
CC(=O)Nc1ccc(OCC(=O)NCc2ccc(C)cc2)cc1 was read as RGS4 pot inactive, HDAC3 inhib 2, GSK3 alpha inh -2, hERG rescue -6, KCNQ1 pot inactive, KCNK3 inh inactive, PolyA inhibitor inactive, GSK3B inh 0, KCNQ1 block inactive, KCNK9 block inactive and DYRK1A inh -1.
For COc1ccc(NC(=O)CSc2nnc3ccc(-c4ccncc4)nn23)cc1 the results were RGS4 pot inactive, HDAC3 inhib 4, GSK3 alpha inh 0, hERG rescue -17, KCNQ1 pot inactive, KCNK3 inh inactive, PolyA inhibitor inactive, GSK3B inh 0, KCNQ1 block inactive, KCNK9 block inactive and DYRK1A inh 26.
O=C(Nc1sc2c(c1C(=O)O)CCCCC2)c1cccs1 was read as RGS4 pot inactive, HDAC3 inhib 11, GSK3 alpha inh -5, hERG rescue -5, KCNQ1 pot inactive, KCNK3 inh inactive, PolyA inhibitor inactive, GSK3B inh 4, KCNQ1 block inactive, KCNK9 block inactive and DYRK1A inh 4.

Already shown: entries from further up.
Screening CCOc1cc(Br)c(Br)c(C=Nc2ccc(NC(C)=O)cc2)c1O returned RGS4 pot inactive, HDAC3 inhib 1, GSK3 alpha inh -1, hERG rescue -7, KCNQ1 pot inactive, KCNK3 inh inactive, PolyA inhibitor inactive, GSK3B inh -1, KCNQ1 block inactive, KCNK9 block inactive and DYRK1A inh 0.
Screening COc1cc(CNCCO)cc(Cl)c1OCc1ccc(Cl)cc1Cl returned RGS4 pot inactive, HDAC3 inhib 6, GSK3 alpha inh 10, hERG rescue -20, KCNQ1 pot inactive, KCNK3 inh inactive, PolyA inhibitor inactive, GSK3B inh 0, KCNQ1 block inactive, KCNK9 block -8.7* and DYRK1A inh 5.
